Screening results deposited in PubChem BioAssay by several laboratories.
BoNT F protease = blocks Botulinum neurotoxin F light chain protease; inhibition, % at 10 µM; Multiplex microsphere protease cleavage assay, flow cytometry; 360,000 compounds, 0.22% hits; in the data active means inhibition above about 35%, passing the limit was not always enough; inconclusive means no clear call, values can overlap the other calls; further: plate controls were buffer without enzyme for full effect and enzyme alone for no effect
BoNT A protease = inhibitors of Botulinum neurotoxin A light chain protease; multiplex microsphere protease substrate cleavage, flow cytometry; inhibition, % at 10 µM; 360,000 compounds, 0.17% hits; AID 588499; further: plate controls were buffer without enzyme for full effect and enzyme alone for no effect
Yp Topo-I inh = Y. pestis Topo-I inhibition via cleavage products; Y. pestis Topo-I cleavage product accumulation, plate reader; 360,000 compounds, 0.064% hits; activity, % at 10 µM; AID 504884; in the data active means activity above about 50%, passing the limit was not always enough; inconclusive means no clear call, values can overlap the other calls; further: inactives centre near 2
Anthrax LF inh2 = inhibitors of Bacillus anthracis lethal factor protease. 360,000 compounds, 0.12% hits. multiplex microsphere protease cleavage assay, LF. inhibition, % at 10 µM; further: plate controls were buffer without enzyme for full effect and enzyme alone for no effect
CCHF vOTU inh = blocks the CCHF virus ovarian tumor domain protease; CCHFV vOTU protease, Pep-AMC fluorescence; inhibition, % at 11.5 µM; 370,000 compounds, 0.55% hits; AID 651958; in the data active means inhibition above about 30%; further: 0% = vehicle wells with enzyme and 100% = no enzyme wells
FadD28 FP inh = inhibitors of Mycobacterium tuberculosis FadD28 bisubstrate binding | 360,000 compounds, 0.22% hits | inhibition, % at 12.5 µM | FadD28 bisubstrate probe binding, fluorescence polarization; in the data active means inhibition above about 8.5%, passing the limit was not always enough; inconclusive means no clear call, values can overlap the other calls
PfHsp40 yeast = compounds rescuing yeast from Plasmodium falciparum HSP40 toxicity. growth rescue, % at 12.5 µM. 340,000 compounds, 0.68% hits. S. cerevisiae expressing PfHsp40, growth rescue, ATP luminescence; in the data active means growth rescue above about 28%, passing the limit was not always enough; inconclusive means no clear call, values can overlap the other calls;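 further: yeast W303a lacking pdr1 and pdr3 grown in galactose medium; growth measured after three days at 30 °C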
PrPC TRFRET = inhibitors of human cell surface prion protein PrPC; TR-FRET read-out; AID 720596; P04156; inhibition, % at 13.8 µM; 370,000 compounds, 0.43% hits; in the data active means inhibition above about 24%; further: 0% = median of the test wells and 100% = reference compound wells
TcdB inh = blocks C. difficile toxin B glycohydrolase activity; AID 652162; inhibition, % at 9.99 µM; TcdB glycohydrolase enzymatic assay, plate reader; 350,000 compounds, 0.24% hits; in the data active means inhibition above about 10%
* = called active by the depositor; ? = inconclusive; · = no result given. Unless noted, no stated cut-off is given here; in the data, active means inhibition above about 30%; inconclusive means no clear call, values can overlap the other calls; inactive means below that.

1: Cc1nnc(SC(C)C(=O)Nc2ccc(S(=O)(=O)N3CCCCC3)cc2)s1 (configuration not stated)
2: O=C(CCNc1ccccc1)c1ccc2c(c1)OCO2
3: CCOC(=O)N1CCN(Cc2ccccc2F)CC1
4: Cc1ccc(NC(=O)C2(C)CCN2C(=O)Cc2ccc(C(C)C)cc2)cc1 (configuration not stated)
5: CC(C)(C)NC(=O)C(c1cccs1)N(CC1CCCO1)C(=O)Cn1nnc(-c2cccs2)n1 (configuration not stated)
6: O=C(c1ccco1)N(Cc1cccc(F)c1)C1CCS(=O)(=O)C1 (configuration not stated)
7: CCn1nc(C)c([N+](=O)[O-])c1C(=O)NNC(=O)c1ccccc1Cl
8: COCc1nnc(NC(=O)c2ccc(S(=O)(=O)N3CCCC3)cc2)o1
9: CCOC(=O)c1c(C)[nH]c(C(=O)OCc2nc3ccsc3c(=O)[nH]2)c1C
10: COc1nc(N/N=C/c2cc3c(cc2Br)OCO3)nc(N2CCOCC2)n1
assay / entry	1	2	3	4	5	6	7	8	9	10
BoNT F protease	-18	-6	0	-5	-11	-1	?	-10	-6	6
BoNT A protease	0.4	1.5	-1.2	0.2	0.1	5.0	?	-3.6	-0.3	-0.6
Yp Topo-I inh	0	5	1	19	4	-7	3	4	-8	3
Anthrax LF inh2	-1	1	1	-4	-3	-1	-3	-5	-9	3
CCHF vOTU inh	10	8	-1	27	-6	2	12	-4	-5	-5
FadD28 FP inh	-1.9	-2.3	-3.9	-9.2	-3.9	-3.8	-2.6	-0.3	-2.0	-2.6
PfHsp40 yeast	-0.5	1.3	2.3	·	3.2	-0.7	-0.8	-1.7	·	-0.5
PrPC TRFRET	4	4	1	7	0	4	5	-1	4	-7
TcdB inh	·	·	0.5	-0.1	·	0.7	1.1	-0.3	0.1	·

11: CC1(C(=O)OCC(=O)N2c3ccccc3Sc3ccccc32)CC1(Cl)Cl (configuration not stated)
12: O=C(c1ccc(N2CCN(CCO)CC2)nc1)N1CCOCC1
13: CC(C)n1c(=O)[nH][nH]c1=S
14: O=C(Oc1cc(=O)oc2ccccc12)c1cccnc1Cl
15: CC(=O)N(C)c1ccc(NC(=O)c2ccco2)cc1
16: CCN1Cc2c(/C=C/c3ccccc3)nc3ccc(OC)cc3c2N(c2cccc(Cl)c2)C1
17: O=C(Nc1cccnc1)c1ccc(COCC(F)(F)F)cc1
18: O=[N+]([O-])c1cccc(-c2nnc3ccc4ccccc4n23)c1
19: O=C(O)COc1ccc2c(-c3ccccc3)cc(=O)oc2c1
20: CCC1(C(=O)c2ccc(C)cc2)C2c3ccccc3OC(=O)C21C(=O)O (configuration not stated)
assay / entry	11	12	13	14	15	16	17	18	19	20
BoNT F protease	-3	-1	?	-4	-16	-8	1	9	0	-13
BoNT A protease	-0.2	-0.7	3.8	0.8	-0.8	53*	-0.7	0.5	0.4	-1.1
Yp Topo-I inh	1	1	-4	1	-12	11	2	-3	-1	6
Anthrax LF inh2	1	-2	-12	-2	-5	13	0	0	-6	-6
CCHF vOTU inh	-6	-7	11	-12	4	4	9	-13	0	14
FadD28 FP inh	1.3	2.8	-5.6	-3.0	-0.5	-5.0	0.2	-0.6	-1.6	0.1
PfHsp40 yeast	-0.8	1.8	·	0.2	3.5	-1.3	-0.3	-0.1	-0.3	0.7
PrPC TRFRET	11	-1	-9	-1	-8	-1	13	-6	-13	3
TcdB inh	-1.6	-1.5	-0.5	-0.8	·	0.3	1.3	·	·	-1.1

21: CCCCc1nc2sc3c(=O)[nH]cnc3c2c2c1CCCC2
22: O=C(NCc1ccco1)C(C(=O)c1ccccc1)n1ccccc1=O (configuration not stated)
23: Cc1ccc(S(=O)(=O)CCC(=O)OCC(=O)Nc2cc(S(=O)(=O)N3CCOCC3)ccc2C)cc1
24: COc1cc([N+](=O)[O-])ccc1NC(=O)/C=C/C(=O)O
25: COc1ccc([C@H]2CC(=O)C=C(c3cccc4c3Oc3ccccc3S4)C2)cc1
26: COc1ccccc1/C=C/C(=O)c1cc(Br)ccc1OC(=O)c1ccco1
27: COc1ccc(NC(=O)c2ccc(Cl)nc2)cc1S(=O)(=O)N1CCOCC1
28: N#CCSc1nnc(-c2ccccc2O)n1CCc1ccccc1
29: Cc1ccccc1NC(=O)CCN1CCc2ccccc2C1
30: Cc1cccc(NC(=S)N2CCC(O)CC2)c1C
assay / entry	21	22	23	24	25	26	27	28	29	30
BoNT F protease	-2	4	·	4	-2	-11	-2	-3	-6	1
BoNT A protease	-0.8	1.5	·	-0.2	-0.2	-0.6	0.1	-1.0	-1.0	-0.5
Yp Topo-I inh	-3	9	21	-10	17	18	4	-7	4	-6
Anthrax LF inh2	-4	4	·	0	3	-7	2	-3	-2	1
CCHF vOTU inh	12	0	4	1	7	11	-5	-4	-15	-11
FadD28 FP inh	-1.1	1.9	-0.6	-3.0	0.6	-6.2	-3.2	-1.6	-1.4	-2.8
PfHsp40 yeast	-0.1	0.4	-0.2	-2.4	0.4	-0.9	-0.4	0.8	-0.1	-1.8
PrPC TRFRET	8	-5	-2	-3	0	-5	-10	2	-2	5
TcdB inh	2.0	·	1.8	-0.9	-0.5	·	-0.1	·	0.9	1.7

31: O=C(NCc1ccccc1F)c1ccc(S(=O)(=O)NCc2ccco2)cc1
32: CC(C)C1CC(c2csc(N)n2)CCO1 (configuration not stated)
33: COc1ccc(C(NC(=O)/C=C/c2ccco2)c2ccc(OC)c(OC)c2)cc1OC
34: CN(C)/C=C/C(=O)c1ccc(Br)s1
35: Cc1cc(C(=O)NCc2cccnc2)n(-c2ccccc2)n1
36: CCOC(=O)C1CCCN(Cc2cc(=O)oc3cc(C)ccc23)C1 (configuration not stated)
37: C/C(=N\NC(=O)c1ccc(Cl)cc1)c1cccnc1
38: OC[C@@H]1CN(Cc2cccc(C(F)(F)F)c2)C[C@H](n2cnc3c(NCc4ccc(F)cc4)ncnc32)O1
39: Cc1cc(C)cc(NC(=O)Cn2nnc3ccccc3c2=O)c1
40: COc1cccc(OCc2cc(C(=O)N(C)Cc3nc4ccccc4[nH]3)no2)c1
assay / entry	31	32	33	34	35	36	37	38	39	40
BoNT F protease	-3	6	-7	1	7	-3	-17	3	2	-3
BoNT A protease	1.5	0.3	0.5	0.2	1.0	-0.4	-3.3	0.1	-0.1	0.4
Yp Topo-I inh	1	-4	11	-7	6	16	-1	12	1	22
Anthrax LF inh2	-1	3	-3	-2	2	-2	3	-2	-9	-1
CCHF vOTU inh	-7	1	5	-13	-6	1	7	24	7	14
FadD28 FP inh	-2.4	2.2	-1.9	2.3	0.3	-1.8	-3.9	-2.8	-1.7	-0.4
PfHsp40 yeast	-0.1	0.4	0.0	0.4	-1.2	-0.4	1.2	·	2.0	2.4
PrPC TRFRET	9	7	4	-3	-1	-2	-1	7	4	29*
TcdB inh	1.8	·	·	1.2	-0.1	0.6	-0.7	1.2	1.4	1.6

41: C=CCCC(=O)Nc1nc(C)c(-c2csc(Nc3ccc(Cl)cc3Cl)n2)s1
42: Cc1ccc(NC(=O)c2ccc3c(c2)C(=O)N(CC2CCCO2)C3=O)cc1C (configuration not stated)
43: CSc1sc(C(=O)NCC2CC2)c2c1S(=O)(=O)N(C)c1ccccc1-2
44: CCCN(C)C1CN(Cc2cn(CCCC(=O)OC)nn2)S(=O)(=O)C1 (configuration not stated)
45: Cc1ccccc1C(=O)N1CCN(CCNC(=O)C(=O)Nc2ccc(Br)cc2)CC1
46: CCOc1ccc(CNC(=O)CCCn2nc(CC)n3c(cc4occc43)c2=O)cc1
47: O=C(CSc1nnc2c(n1)[nH]c1ccc(F)cc12)NC1CC1
48: N=c1ccn(Cc2ccccc2Cl)cc1
49: O=C(CCN1CC2CCC(CC2)C1)c1cccs1
50: CC(C)NC(=O)CN1CCC(O)(c2ccccc2)CC1
assay / entry	41	42	43	44	45	46	47	48	49	50
BoNT F protease	-12	-4	?	2	-3	4	7	-24	0	-4
BoNT A protease	-0.5	0.1	?	1.2	-1.4	3.2	1.5	-2.5	-0.1	-0.7
Yp Topo-I inh	-8	21	17	·	3	25	0	1	-6	-7
Anthrax LF inh2	-2	-5	-6	1	2	-2	-1	-1	-10	1
CCHF vOTU inh	19	-3	-12	-8	-11	6	7	3	2	-12
FadD28 FP inh	-4.8	-2.1	-4.0	·	-2.0	-1.2	-3.2	0.3	-3.3	-3.5
PfHsp40 yeast	-0.9	-1.1	-0.2	·	-1.2	5.1	-2.4	-0.3	-1.0	-1.1
PrPC TRFRET	-4	-2	2	2	12	4	1	3	3	1
TcdB inh	-0.3	1.7	1.5	1.4	1.6	-2.2	1.1	·	0.7	·

51: O=CN1CCN(C(=O)CN2C(=O)c3ccccc3C2=O)CC1
52: COc1ccc(CCNC(=O)CCC(=O)Nc2nnc(C(C)C)s2)cc1OC
53: Cc1nn(CC(=O)NCCc2ccccc2)c(=O)c2cc3occc3n12
54: C=CCc1cccc(/C=N/NC(=O)C(C)Nc2ccc(C)cc2)c1O (configuration not stated)
55: Cc1ccc(S(=O)(=O)N2CCN(C(=O)CN3CCN(c4ccc(O)cc4)CC3)CC2)cc1
56: Cc1cc(C)c(NC(=O)c2cn3c4c(c(N5CCN(C)CC5)c(F)cc4c2=O)OCC3C)c(C)c1 (configuration not stated)
57: C=CCn1c(SCC(=O)NCc2ccc3c(c2)OCO3)nnc1C1CCCCC1
58: COC(=O)Cc1ccc(NC(=S)N2CCN(c3ccc(OC)cc3)CC2)cc1
59: O=C(Nc1ccccc1C(=O)N1CCCCCC1)c1ccccc1Cl
60: CC1(Cc2ccccc2Cl)C(=O)Nc2c(Cl)ccc(Cl)c21 (configuration not stated)
assay / entry	51	52	53	54	55	56	57	58	59	60
BoNT F protease	-20	-2	4	-10	3	-1	4	-4	-23	-4
BoNT A protease	-1.4	0.2	-0.3	-0.9	0.1	-0.8	0.7	0.3	-4.4	-0.3
Yp Topo-I inh	-3	4	3	-7	10	11	14	1	6	36
Anthrax LF inh2	-3	-1	-2	0	-7	1	-4	0	-3	-4
CCHF vOTU inh	4	6	4	-1	9	-13	-7	-1	-3	9
FadD28 FP inh	1.1	-1.3	-0.2	-1.9	-0.6	-3.5	0.5	0.3	-0.5	-4.9
PfHsp40 yeast	1.0	1.4	0.6	-0.2	0.3	3.2	0.6	-0.8	1.2	·
PrPC TRFRET	-5	-4	-3	2	3	-17	1	5	2	7
TcdB inh	·	·	0.8	0.9	0.3	2.0	·	-4.1	1.2	1.9

Part of the list above in a different format:
[52] COc1ccc(CCNC(=O)CCC(=O)Nc2nnc(C(C)C)s2)cc1OC
- BoNT F protease: -2
- BoNT A protease: 0.2
- Yp Topo-I inh: 4
- Anthrax LF inh2: -1
- CCHF vOTU inh: 6
- FadD28 FP inh: -1.3
- PfHsp40 yeast: 1.4
- PrPC TRFRET: -4
- TcdB inh: ·

[53] Cc1nn(CC(=O)NCCc2ccccc2)c(=O)c2cc3occc3n12
- BoNT F protease: 4
- BoNT A protease: -0.3
- Yp Topo-I inh: 3
- Anthrax LF inh2: -2
- CCHF vOTU inh: 4
- FadD28 FP inh: -0.2
- PfHsp40 yeast: 0.6
- PrPC TRFRET: -3
- TcdB inh: 0.8

(more compounds)
61: CC(=O)c1ccc(NC(=O)CSc2ccc(-c3ccc4c(c3)OCO4)nn2)cc1
62: CN(C)c1oc(-c2ccco2)nc1C#N
63: CCc1cccc(N(C(=O)c2csnn2)C(C(=O)NC(C)(C)C)c2ccncc2)c1 (configuration not stated)
64: CCOc1cc(/C=N/O)ccc1OCc1ccc(C)cc1
65: CN1CCN(c2cc3c(cc2F)c(=O)c(C(=O)O)cn3CCF)CC1
assay / entry	61	62	63	64	65
BoNT F protease	-4	-9	-5	-8	-1
BoNT A protease	-1.9	0.1	-1.9	-0.2	0.6
Yp Topo-I inh	7	2	1	16	-10
Anthrax LF inh2	-3	-4	0	2	-6
CCHF vOTU inh	-14	-19	-7	8	4
FadD28 FP inh	-1.5	0.0	-0.4	-0.3	0.5
PfHsp40 yeast	-0.9	1.1	1.7	3.9	-1.6
PrPC TRFRET	-3	0	0	-1	2
TcdB inh	·	·	0.5	11*	0.6
